# phage Ecoli inh: E. coli growth loss with phage present; growth absorbance; inhibition, % at 11.9 µM; 0.26% of 360,000 active; AID 651602; in the data active means inhibition above about 11%
# HTR5A inv ag: HTR5A inverse agonism, opioid heterodimer counter-screen. P47898. HTR5A cell line, luminescence. inhibition, % at 9.3 µM. 0.083% of 340,000 active. AID 504634; in the data active means inhibition mostly above about 23%, no sharp cut-off; inactive means mostly below about 18%;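 further: 0% = cells with DMSO and 100% = no-cell wells with DMSO; some compounds called inactive have numbers as strong as hits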
# SUMO Mot1 rescue: SUMOylation pathway inhibition by Mot1-301 growth rescue; 1% of 320,000 active; AID 2716; growth rescue, % at 18.8 µM; S. cerevisiae Mot1-301 growth rescue, ATP luminescence, 38.5C; percent above DMSO median, 100 means doubled;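 active means every valid replicate shows activation above 250% relative to neutral control wells; inactive means the rest, any valid replicate at or below 250%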;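 further: OY570 slx delta 5 strain wells were the positive control but not used for scaling; some compounds called inactive have numbers as strong as hits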
# MOR-DOR ag: OPRM1-OPRD1 heterodimerization agonism; cells, luminescence; AID 504326; activation, % at 9.3 µM; 0.3% of 340,000 active; in the data active means activation above about 18%;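 further: 0% = vehicle-treated cells and 100% = reference agonist; values of inactives mirror those of a sister screen read the other way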
# MOR-DOR inv ag: inverse agonists of human mu-delta opioid receptor heterodimerization. P35372+P41143. cell-based MOR-DOR heterodimer luminescence, inverse agonism. inhibition, % at 9.3 µM. 0.21% of 340,000 active; in the data active means inhibition above about 22%, passing the limit was not always enough;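 further: 0% = cells with DMSO and 100% = wells without cells with DMSO; values of inactives mirror those of a sister screen read the other way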
# AddAB inh: less growth of phage-infected E. coli with AddAB; E. coli expressing H. pylori AddAB, absorbance growth; inhibition, % at 11.9 µM; 0.29% of 330,000 active; AID 435030; in the data active means inhibition above about 12%;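 further: 0% = vehicle wells of infected cells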
# Ecoli viability: bacterial growth inhibition, counter-screen for AddAB inhibitors; E. coli V3065 growth, OD600 absorbance, 18 h; inhibition, % at 11.9 µM; 0.27% of 330,000 active; AID 449728;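 active means inhibition above the campaign's mean inhibition across all tested compounds plus 3 SD, cut at about 9.9% in these data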;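 further: uninfected addAB+ strain grown without phage in ampicillin broth; 0% = DMSO wells and 100% = ciprofloxacin 0.95 µg/ml wells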
# HTR5A ag ctr: activates human HTR5A in OPRM1-OPRD1 agonist counter-screen. P47898. HTR5A agonist assay, luminescence, cell-based. activation, % at 9.3 µM. 0.61% of 340,000 active. AID 504692; in the data active means activation mostly above about 9.5%, no sharp cut-off; inactive means mostly below about 7.6%;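 further: 0% = cells with vehicle only and 100% = reference agonist; strong numbers were not always called active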
# Pemphigus Ab inh: human desmoglein-3 autoantibody binding inhibition. P32926. DSG3-coupled beads, scFv-anti-DSG3-GFP binding, flow cytometry; hits give low values. AID 588358. binding (percent of control), % at 10 µM. 0.48% of 310,000 active;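 active means binding more than 3 SD below its plate's average and above zero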;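 further: hits lower antibody fragment binding to DSG3; some compounds called inactive have numbers as strong as hits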
# Target sequence (P32926 whole entry, looked up, the tested form may be a part): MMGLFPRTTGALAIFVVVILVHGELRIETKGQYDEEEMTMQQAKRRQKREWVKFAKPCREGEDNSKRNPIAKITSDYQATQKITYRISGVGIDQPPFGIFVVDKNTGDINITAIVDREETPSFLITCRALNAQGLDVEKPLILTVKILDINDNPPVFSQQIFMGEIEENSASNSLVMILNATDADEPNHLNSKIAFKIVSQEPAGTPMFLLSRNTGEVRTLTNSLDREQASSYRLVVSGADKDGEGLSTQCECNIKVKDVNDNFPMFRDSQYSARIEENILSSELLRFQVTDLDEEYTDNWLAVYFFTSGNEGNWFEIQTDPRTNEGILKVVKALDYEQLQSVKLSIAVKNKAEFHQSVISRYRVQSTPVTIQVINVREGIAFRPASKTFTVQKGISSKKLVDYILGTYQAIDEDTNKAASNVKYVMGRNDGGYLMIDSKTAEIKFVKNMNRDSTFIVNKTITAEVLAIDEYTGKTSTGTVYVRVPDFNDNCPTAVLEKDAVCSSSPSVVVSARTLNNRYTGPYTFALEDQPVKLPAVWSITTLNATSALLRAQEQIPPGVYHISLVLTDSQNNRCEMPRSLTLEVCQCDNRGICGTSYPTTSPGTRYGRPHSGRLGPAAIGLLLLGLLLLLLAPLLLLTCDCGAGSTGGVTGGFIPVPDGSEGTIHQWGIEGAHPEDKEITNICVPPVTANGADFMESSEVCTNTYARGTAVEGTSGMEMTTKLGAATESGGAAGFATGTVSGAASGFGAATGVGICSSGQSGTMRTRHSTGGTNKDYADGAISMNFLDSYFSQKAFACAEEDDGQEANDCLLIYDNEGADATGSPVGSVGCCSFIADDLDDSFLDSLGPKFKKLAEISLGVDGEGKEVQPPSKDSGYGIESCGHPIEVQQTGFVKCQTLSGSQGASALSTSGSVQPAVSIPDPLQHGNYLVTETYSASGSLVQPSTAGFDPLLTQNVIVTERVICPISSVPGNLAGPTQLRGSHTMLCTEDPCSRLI
# PKA-R1A act: activates the PKA-R1A holoenzyme complex; activation, % at 11.4 µM; AID 504707; 0.083% of 340,000 active; PKA-R1A dissociation, Cy5-IP20 fluorescence polarization; scaled: DMSO 0%, 113 µM cGMP 100%;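 active means percent activation above the mean of all tested compounds plus 3 SD, cut at about 19% in these data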;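 further: higher means more PKAc released from R1A so a rise in polarization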
# PfHsp90 set2: inhibits growth of yeast expressing Plasmodium falciparum Hsp90; inhibition, % at 9.4 µM; 0.32% of 310,000 active; AID 504621; S. cerevisiae expressing PfHsp90, BacTiter-Glo ATP, 48 h; yeast lacking PDR1 and PDR3 efflux regulators;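 active means every replicate shows inhibition above about 80%, whatever the replicate mean, limit read from the data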;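 further: 0% = DMSO neutral controls and 100% = 20 µM radicicol positive controls; yeast relying on Plasmodium falciparum Hsp90 in place of its own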
# An asterisk follows results filed as active; . = not tested or not shown. Rows were taken by chance; about 3.2% have a hit in one of these screens.
SMILES,phage Ecoli inh,HTR5A inv ag,SUMO Mot1 rescue,MOR-DOR ag,MOR-DOR inv ag,AddAB inh,Ecoli viability,HTR5A ag ctr,Pemphigus Ab inh,PKA-R1A act,PfHsp90 set2
Cc1ccc(S(=O)(=O)N2CCN(C(=O)c3ccccc3-c3nc4ccccc4s3)CC2)c(C)c1,1.8,-2,21,0.8,-5,2.9,2.6,1,111,-5,2
O=C(COC(=O)Cc1ccccc1F)NNC(=O)c1ccc(Cl)cc1,2.1,-3,-5,-1.9,10,-0.2,-2.5,1,101,5,.
COc1ccc(/C(O)=C2/C(=O)C(=O)N(CC3CCCO3)C2c2cccc(O)c2)cc1 (centres undefined),1.7,-3,.,-0.5,3,-1.1,0.2,1,104,3,-9
Cn1nc(C(=O)OCC(=O)Nc2ccc3ccccc3c2)c2ccccc2c1=O,1.5,12,-6,-1.1,5,2.3,-0.7,-5,92,-13,-15
CC1(c2ccccc2)NC(=O)N(CC(=O)Nc2ccccc2C(=O)N2CCCCC2)C1=O (centres undefined),-0.1,-3,49,-3.1,17,0.5,0.4,1,106,-6,0
COc1ccc(C(=O)N(c2ccc(C)cc2)C2C=CS(=O)(=O)C2)cc1OC (centres undefined),2.1,-2,7,-1.9,9,0.7,-1.8,1,119,-7,.
CCC(C)(C)NC(=O)C(c1cccn1C)N(Cc1ccc(C)cc1)C(=O)Cn1nnc2ccccc21 (centres undefined),-0.6,10,13,-5.1,25,1.4,0.5,-4,96,-2,-8
COc1ccc(-c2ccc3c(c2)S(=O)(=O)c2cccc(C(=O)N4CCN(c5c(Cl)cncc5Cl)CC4)c2C3=O)cc1OC,2.4,16,-8,-2.0,11,-1.4,-1.1,7,94,6,-10
COc1ccc(C(C(=O)NCC2CCCO2)N(C(=O)c2snc(C(N)=O)c2N)c2ccc(C)cc2)cc1OC (centres undefined),0.1,6,.,-2.7,17,.,.,-3,91,11,-12
COc1ccc(C2CC(c3c(Cl)cccc3Cl)n3nc(N)nc3N2)cc1 (centres undefined),1.8,-2,-12,0.2,-1,3.3,0.3,1,106,-2,-39
Cc1cccc2sc(NC(=O)C3c4ccccc4Oc4ccccc43)nc12,0.6,2,-30,3.6,-19,2.0,0.6,3,104,-2,.
COc1ccc(NC(=O)Cn2c(-c3ccc(OC)cc3)cn(-c3ccc(C)cc3)c2=O)cc1,.,14,259,0.7,-4,0.2,-4.2,6,103,0,.
NNC(=S)NCc1ccco1,3.6,2,-5,0.7,-4,1.4,2.5,-1,107,-11,-17
COc1ccc(NC(=O)COC(=O)Cc2c(F)cccc2Cl)cc1,3.7,8,363,-0.4,3,0.3,-0.3,-3,102,-3,-1
COc1cccc(CC2(CO)CCCN(Cc3cn[nH]c3C3CCCCC3)C2)c1 (centres undefined),2.9,-2,.,-1.0,5,-0.9,0.2,2,97,-3,3
COc1cc(CN2CCN(C3CCC3)CC2CCO)cc(OC)c1 (centres undefined),1.0,-15,11,-1.1,6,4.3,-0.6,4,110,0,1
N#Cc1c(NC(=O)CSc2ncc(-c3ccccc3)n2CC2CCCO2)sc2c1CCCC2 (centres undefined),2.6,21,8,-0.5,3,2.1,1.6,-1,99,-11,-11
O=C(CN1N=C(c2ccc(Cl)cc2)CCC1=O)NCc1cccnc1,3.1,9,-4,-1.0,5,2.7,-2.1,-4,102,9,-10
CC(=O)c1cn(CC(=O)Nc2cccc(C)c2C)c2ccccc12,3.5,-25,-20,4.8,-25,1.9,2.5,-1,105,6,-8
O=C(c1ccc(Br)o1)N1CCN(C23CC4CC(CC(C4)C2)C3)CC1,0.7,-9,6,1.5,-8,-0.7,-0.9,3,.,-3,23
CCc1c(C)sc(NC(=O)C2CC(c3c(F)cccc3Cl)=NO2)c1C#N (centres undefined),1.4,33*,-24,2.4,-12,3.9,0.7,-9,110,-7,-9
O=C(CCN1C(=O)/C(=C/C=C/c2ccccc2)SC1=S)Nc1cccnc1,0.2,-1,-4,12,-63,1.8,-2.9,1,80,-7,-13
CN(C1=C(N2CCCCC2)C(=O)c2ccccc2C1=O)c1ccccc1,2.5,-2,-10,12,-69,0.9,1.4,-1,104,3,11
COc1ccc(S(=O)(=O)c2ccccc2)cc1NC(=O)c1c(F)cccc1F,1.9,0,-15,-1.2,6,-0.4,0.5,0,101,-13,26

# 3 entries already listed, ordered by the value under AddAB inh, ascending:
Molecule	AddAB inh
O=C(CCN1C(=O)/C(=C/C=C/c2ccccc2)SC1=S)Nc1cccnc1	1.8
O=C(CN1N=C(c2ccc(Cl)cc2)CCC1=O)NCc1cccnc1	2.7
COc1cc(CN2CCN(C3CCC3)CC2CCO)cc(OC)c1 (centres undefined)	4.3

# (cont.)
SMILES,phage Ecoli inh,HTR5A inv ag,SUMO Mot1 rescue,MOR-DOR ag,MOR-DOR inv ag,AddAB inh,Ecoli viability,HTR5A ag ctr,Pemphigus Ab inh,PKA-R1A act,PfHsp90 set2
Cc1ccc(NC(=O)COc2ccccc2C(N)=O)cc1S(=O)(=O)N1CCCCCC1,2.4,3,.,0.0,0,2.3,-0.5,1,96,1,-15
COc1ccc(OC)c(N=c2oc3cc(O)ccc3cc2C(N)=O)c1,3.1,17,-18,-1.1,5,0.0,-2.8,2,83,1,.
COC(=O)C1=C(C)N(CCCC(=O)O)C(=O)NC1c1ccc(C#N)cc1 (centres undefined),2.9,6,538,-1.1,6,3.1,-1.9,-1,107,-1,12
CCOC(=O)Cc1csc(NC(=O)c2cc(C)cc(C)c2)n1,2.1,-63,29,-2.5,12,-0.5,0.0,-14,108,2,-2
CCOC(=O)c1c(C2CC2)csc1NC(=O)COC(=O)CCS(=O)(=O)c1ccc(C)cc1,3.6,9,31,-2.1,11,2.0,1.1,-4,106,0,4
Cc1cccc(-c2nsc(SCC(=O)Nc3nccs3)n2)c1,3.4,-28,-4,7.7,-45,0.1,-0.2,6,.,-5,.
CCCCNC(=S)Nc1ccc2cn[nH]c2c1,4.2,7,.,1.9,-10,-0.8,-1.0,-1,115,-5,-27
NC(=O)Cc1ccc(C(=O)c2ccc(Cl)cc2Cl)s1,5.5,4,7,-0.4,2,4.1,0.8,-2,101,3,12
O=C(NC1CCCC1)C(c1cccs1)N(C(=O)c1ccno1)c1ccccc1 (centres undefined),3.4,3,815*,-1.4,7,1.9,-1.0,-2,.,-2,-42
CC(C)(C)OC(=O)C1C(=O)CC(C)(O)C(C(=O)OC(C)(C)C)C1c1cccnc1 (centres undefined),3.6,6,-16,-0.7,5,-3.5,-2.9,-5,.,-11,-6
CC1(C)CC(=O)C(C=NCCCO)=C(O)C1,1.7,-22,366,-1.2,6,0.3,2.0,5,118,2,-16
O=C(NCc1ccc2c(c1)OCO2)C1CCN(S(=O)(=O)c2ccc(Br)s2)CC1,1.6,26,11,2.0,-9,3.6,1.6,3,119,7,0
Cc1ccc(C(OC(=O)c2ccco2)C(=O)NC(C)(C)C)cc1 (centres undefined),0.6,-5,43,-2.5,12,2.3,1.6,1,117,2,-4
CC(CCc1ccccc1)C(=O)NO (centres undefined),3.7,23,-12,-2.6,13,1.6,-1.4,3,102,1,6
CCOC(=O)C1CC(C)=C(C)CC1C(=O)O (centres undefined),2.8,-9,55,-3.2,18,-3.5,-2.2,2,97,11,13
CCCNC(=S)Nc1ccc2nc(-c3ccccn3)c(-c3ccccn3)nc2c1,-0.6,21,304,3.2,-15,0.2,-1.2,-9,96,2,-4
Cc1csc(=O)n1CC(=O)OCC(=O)Nc1ccccc1C(C)C,0.4,24,16,-0.3,1,0.3,-2.3,-10,113,5,-9
CSC(=Nc1ccccc1)Nc1ccccc1,1.5,-4,8,-2.8,14,1.4,-2.4,0,112,1,9
Cc1ccc(N(C(C)C(=O)O)S(=O)(=O)c2cccnc2)cc1 (centres undefined),3.0,-9,-2,-2.8,14,1.8,-0.2,3,109,-2,.
Cc1nc(NC(=O)c2ccccc2)sc1C,3.6,12,2,-1.6,9,0.4,2.2,3,111,-13,10
CC1(C)CC[C@]2(C(=O)O)CC[C@]3(CO)C(=CCC4[C@@]5(C)C[C@H](O)[C@H](O)[C@@](C)(C(=O)O)C5CC[C@]43C)[C@@H]2C1 (some centres undefined),1.0,-25,-24,3.0,-17,1.2,-0.8,10,98,-8,-10
O=C(O)c1cnc(-c2ccccc2)nc1Sc1ccc(Cl)cc1Cl,2.8,-35,-3,-2.5,14,3.0,1.0,-4,111,-6,.
COc1ccc(Br)cc1/C=N/Nc1ccc(Cl)c(C(=O)O)c1,1.8,4,12,-2.5,13,1.8,-3.0,-1,103,-6,-3
N/C(=N\OC(=O)C(c1ccccc1)c1ccccc1)c1cccnc1,.,1,280,0.7,-4,2.0,0.1,2,103,-4,-7
COc1cccc(C(C(=O)NC2CCCCC2)N(C(=O)c2cccs2)c2ccc3c(c2)OCO3)c1 (centres undefined),2.3,1,-6,-0.1,0,-2.5,-3.0,-1,100,4,14
COC(=O)Nc1ccc(S(=O)(=O)Nc2cccc3ccccc23)cc1,2.8,10,-6,-0.5,3,1.0,-1.1,-4,100,11,4
Cc1[nH]c2ccccc2c1C(=O)C(=O)NCc1cccs1,5.5,-11,5,-0.4,2,-1.5,-0.1,-2,81,-6,.
CC(=O)c1ccc(NC(=S)N2CC(C)CC(C)C2)cc1 (centres undefined),4.4,4,8,0.7,-4,2.5,-1.2,2,126,0,-23
Cc1cc(SCC(=O)Nc2cccnc2Cl)nc2ccccc12,-1.6,-6,-10,0.0,0,5.8,-2.5,-5,74,2,-10
CCc1nnc(NS(=O)(=O)c2ccc(NC(=S)NC(=O)c3ccc(OC)cc3)cc2)s1,3.7,-2,5,-3.6,20,5.3,3.1,3,119,-6,20
COCCNc1oc(-c2ccc(C)cc2)nc1C#N,2.5,14,-2,-1.8,10,3.6,5.5,-6,103,2,-16
Cn1c(N2CCOCC2)nc2c1c(=O)n(Cc1ccc(Cl)c(Cl)c1)c(=O)n2C,0.9,15,1,-1.7,7,0.8,-2.5,-3,.,-3,3
O=C(CCOc1ccccc1)Nc1cccc(S(=O)(=O)Nc2ccccc2Cl)c1,4.5,-17,-2,1.4,-9,0.4,-1.4,-2,107,-7,-25
C[C@H](CO)N1C[C@H](C)[C@@H](CN(C)C(=O)Nc2ccc3c(c2)OCO3)Oc2ccc(NS(=O)(=O)c3ccc(F)cc3)cc2C1=O,0.7,-3,.,-1.0,5,0.8,-1.8,1,113,0,7
O=C(CN(C(=O)Cn1nnc(-c2cccs2)n1)c1cnc2ccccc2c1)NCC1CCCO1 (centres undefined),1.5,2,65,-1.3,7,3.1,-2.8,5,96,-6,0
CC1(C)NC(=O)N(CC(O)CN(c2ccccc2)S(=O)(=O)c2ccc([N+](=O)[O-])cc2)C1=O (centres undefined),-2.3,-7,-11,5.5,-22,1.6,-1.5,3,109,-13,13

# Assay outcomes: PubChem, several laboratories
